Source: PubChem (several laboratories)
SR-BI DiI inh: blocks mouse SR-BI lipid uptake from DiI-HDL; Q61009; inhibition, % at 12.5 µM; AID 488896; hit rate 0.96% among 320,000; ldlA[mSR-BI] CHO cells, DiI-HDL uptake fluorescence, 3 h;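 active = mean replicate inhibition of at least 70% and a set share of replicates each scoring 70 or more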;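 also: 0% = median of neutral control wells and 100% = median of positive control wells; values of inactives mirror those of a sister screen read the other way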
Target sequence (Q61009 whole entry, looked up): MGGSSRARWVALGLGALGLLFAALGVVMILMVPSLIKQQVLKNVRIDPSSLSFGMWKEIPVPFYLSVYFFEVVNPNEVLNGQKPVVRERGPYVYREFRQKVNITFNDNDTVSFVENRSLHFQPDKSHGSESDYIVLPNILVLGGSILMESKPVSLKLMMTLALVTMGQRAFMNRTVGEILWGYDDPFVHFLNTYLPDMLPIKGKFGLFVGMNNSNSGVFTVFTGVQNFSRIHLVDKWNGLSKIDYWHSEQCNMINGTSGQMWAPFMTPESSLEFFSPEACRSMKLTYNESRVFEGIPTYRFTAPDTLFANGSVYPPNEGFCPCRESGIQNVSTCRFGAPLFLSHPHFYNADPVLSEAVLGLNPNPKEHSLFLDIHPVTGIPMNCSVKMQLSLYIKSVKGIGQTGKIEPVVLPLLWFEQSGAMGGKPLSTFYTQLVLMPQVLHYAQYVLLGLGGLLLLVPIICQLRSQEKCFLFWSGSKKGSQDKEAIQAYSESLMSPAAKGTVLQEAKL
Tat transport: blocks Tat-dependent protein export in E. coli; inhibition, % at 10 µM; E. coli MC4100 TorA-mCherry Tat export, fluorescence; hit rate 0.036% among 340,000;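 active = mean replicate inhibition at least 50% and at least half of replicates individually reaching 50%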;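 also: exported cargo escapes ClpAP degradation while cytoplasmic cargo is degraded and loses fluorescence; 0% = median of neutral control wells and 100% = median of NaSCN control wells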
phage Ecoli inh: E. coli growth loss with phage present. AID 651602. hit rate 0.26% among 360,000. inhibition, % at 11.9 µM. growth absorbance; in the data active = inhibition above about 11%
AddAB inh: less growth of phage-infected E. coli with AddAB; E. coli expressing H. pylori AddAB, absorbance growth; inhibition, % at 11.9 µM; hit rate 0.29% among 330,000; AID 435030; in the data active = inhibition above about 12%;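 also: 0% = vehicle wells of infected cells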
CAL PDZ FP-1: blocks peptide binding to human CAL PDZ domain | AID 504414 | Q9HD26 | purified CAL PDZ, TMR-peptide fluorescence polarization, 1 h | inhibition, % at 20 µM | hit rate 0.02% among 330,000;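 active = highest replicate inhibition of at least 40%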;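 also: plate controls were DMSO neutral control wells for no effect and unlabeled competitor peptide control wells for full effect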
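System: purified tagged CAL PDZ domain construct (CerCALP). Schedule: 1 h incubation at room temperature before polarization reading. Medium: 25 mM sodium phosphate pH 7.4, 150 mM NaCl, TCEP, IgG, Thesit. Read-out: percent inhibition from loss of millipolarization. Measured by: FP readout, S and P plane fluorescence. Probe or stimulus: fluorescent TMR peptide probe.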
CAL PDZ FP-2: blocks peptide binding to the human CAL PDZ domain; Q9HD26; purified CAL PDZ, TMR-peptide fluorescence polarization, 1 h; inhibition, % at 24.9 µM; hit rate 0.92% among 300,000; AID 602252;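 active = mean inhibition of at least 30% with at least half of replicates also reaching 30%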;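 also: 0% = DMSO neutral control and 100% = excess unlabeled competitor peptide PRC23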
E coli growth: reduces bacterial viability in AddAB counter-screen. E. coli V3065 growth, OD600 absorbance, 18 h. inhibition, % at 11.9 µM. hit rate 0.27% among 330,000;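 active = inhibition above the campaign's mean inhibition across all tested compounds plus 3 SD, cut at about 9.9% in these data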;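 also: uninfected addAB+ strain grown without phage in ampicillin broth; 0% = DMSO wells and 100% = ciprofloxacin 0.95 µg/ml wells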
SR-BI DiI-HDL act: enhances SR-BI lipid uptake from DiI-HDL | CHO ldlA[mSR-BI] cells, DiI-HDL uptake fluorescence, 3 h; 100 = double the neutral-control signal | activation, % at 12.5 µM | hit rate 0.096% among 320,000;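 active = mean replicate activation of at least 60% and every replicate at or above 60%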;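 also: 0% = median plate neutral-control signal and 100% = twice that signal; values of inactives mirror those of a sister screen read the other way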
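Test system: SR-BI-overexpressing, LDLR-lacking CHO cells; Medium: Ham's F12 with 0.5% BSA, HEPES 25 mM, pH 7.4; Schedule: 3 h, 37 °C; Technique: bottom-read fluorescence, 550/595 nm.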
MITF act: MITF TRPM1 promoter activation in melanoma cells | SK-MEL-5 TRPM1-promoter luciferase, 24 h; % of positive control, neutral wells = 0 | activation, % at 12.5 µM | hit rate 0.75% among 300,000;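 active = mean activation of at least 80% with every replicate also reaching 80%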;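 also: 0% = neutral control wells and 100% = parthenolide positive control wells; values of inactives mirror those of a sister screen read the other way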
Wnt bcat act: activators of Wnt/beta-catenin signaling | Wnt/beta-catenin reporter cell assay, activator, plate reader | activation, % at 9.35 µM | hit rate 1.2% among 300,000 | AID 743398; in the data active = activation above about 30%, passing the limit was not always enough;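 also: 0% = neutral control wells and 100% = positive control wells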
Numbers without * were called inactive; nt = no result given.

Start of the listing, in advance (2 entries):
SMILES	SR-BI DiI inh	Tat transport	phage Ecoli inh	AddAB inh	CAL PDZ FP-1	CAL PDZ FP-2	E coli growth	SR-BI DiI-HDL act	MITF act	Wnt bcat act
O=C(O)CCN1C(=O)/C(=C/c2ccc(-c3nc4ccccc4s3)o2)SC1=S	-1	8	0.7	0.3	2.4	0	-1.7	1	3	0
Oc1ccc(Cl)cc1-c1cc(-c2cccc(Br)c2)n[nH]1	63	-6	3.2	3.4	-2.0	-2	1.2	-63	nt	nt

Results, previewed entries included:
SMILES	SR-BI DiI inh	Tat transport	phage Ecoli inh	AddAB inh	CAL PDZ FP-1	CAL PDZ FP-2	E coli growth	SR-BI DiI-HDL act	MITF act	Wnt bcat act
O=C(O)CCN1C(=O)/C(=C/c2ccc(-c3nc4ccccc4s3)o2)SC1=S	-1	8	0.7	0.3	2.4	0	-1.7	1	3	0
Oc1ccc(Cl)cc1-c1cc(-c2cccc(Br)c2)n[nH]1	63	-6	3.2	3.4	-2.0	-2	1.2	-63	nt	nt
COC(=O)c1cc(=O)n(Cc2ccc(F)cc2)c(=Nc2ccccc2)s1	nt	-6	1.2	3.9	0.7	-1	-0.9	nt	-18	4
NS(=O)(=O)c1ccc(N/N=C/c2ccc(O)c(O)c2O)c([N+](=O)[O-])c1	68	4	7.8	nt	1.9	4	nt	-68	-5	-1
Cc1cc(NC(=O)CSc2nnc(-c3ccccc3Cl)o2)no1	5	5	1.4	-0.2	-1.7	-7	-5.8	-5	19	1
O=C(COC(=O)CCc1nc2ccccc2c(=O)[nH]1)NCc1ccc(F)cc1	-16	-2	-2.3	0.6	-0.5	-4	3.4	16	4	-2
O=C1N=c2ccccc2=C1c1c(O)n(-c2cccc(F)c2)[nH]c1=O	-9	0	1.2	1.8	-0.4	-2	-1.5	9	-3	16
Cc1cc(=O)oc2cc(OCC(=O)N(C)C3CCS(=O)(=O)C3)c(Cl)cc12 (centres undefined)	-14	-3	1.1	2.0	-2.7	0	0.2	14	2	0
O=S(=O)(NC1CCCCC1N1CCN(c2ccc(F)cc2)CC1)c1ccc(Cl)cc1 (centres undefined)	11	3	nt	1.8	-2.1	5	3.6	-11	8	nt
COc1cccc(Nc2nc(-c3ccc4c(c3)OCCO4)cs2)c1	91*	6	2.5	4.8	-1.6	-3	1.2	-91	87*	nt
CCOC(=O)[C@@H]1CSCCS(=O)(=O)N1	-15	-7	3.7	nt	-0.7	-4	nt	15	5	-3
CN(C)CCc1cc2c(c3c1ccc1ccccc13)OCO2	-19	-2	3.9	-0.1	1.1	1	0.1	19	nt	1
CS(=O)(=O)N(CC(=O)Nc1ccc(Br)cc1)C1CCCCC1	36	18	0.6	-1.1	-1.6	-3	1.0	-36	nt	-1
Cc1ccc(-n2c(SCC(=O)OC(C)C)nnc2-c2cnccn2)cc1	-8	-4	2.8	5.8	-2.9	-6	0.2	8	nt	1
CCOC(=O)N1CCC(NS(=O)(=O)c2cc(Br)cc3c2N(C(=O)CC)CC3)CC1	8	-6	1.4	-0.2	0.0	-2	0.6	-8	-7	nt
Cc1nc2ccc(S(=O)(=O)NC(C(=O)NCc3cccs3)C(C)C)cc2s1 (centres undefined)	-7	-5	2.1	5.0	-1.0	1	3.5	7	6	-3
COc1ccccc1/C=C/c1nc2ccc(OC(C)=O)cc2c(=O)o1	-14	1	1.6	0.7	0.0	-8	2.5	14	-5	0
C=CCN(c1ccccc1)S(=O)(=O)c1cc(C(=O)NC2=NCCS2)ccc1Cl	3	-2	0.5	-0.5	0.1	1	-2.0	-3	20	5
CCOc1ccc(CCNC(=O)CN2CCN(Cc3ccc(F)cc3)C2=O)cc1OCC	65	-2	0.9	2.2	nt	-2	0.0	-65	0	nt
COc1ccc(C(=O)Nc2nc(-c3ccccn3)cs2)cc1S(=O)(=O)N1CCOCC1	35	-10	-1.3	-4.7	-2.9	-5	-3.3	-35	-24	-6
COc1ccc(CNc2nc3ccc(C)cc3s2)c(OC)c1OC	15	-13	-0.4	-1.1	-0.2	-3	0.3	-15	nt	2
NC(=O)c1nsc(C(=O)N(c2ccccc2)C(C(=O)NCC2CCCO2)c2ccc3ncccc3c2)c1N (centres undefined)	nt	1	-0.5	1.1	-3.5	-3	-1.6	nt	-13	2
CC(Sc1nc(N2CCOCC2)c2c(c1C#N)CC(C)(C)OC2)C(=O)Nc1ccccc1 (centres undefined)	13	3	5.0	nt	-0.2	0	nt	-13	nt	0
CN(CC(=O)Nc1cccnc1)S(=O)(=O)c1cc(Cl)ccc1Cl	6	-4	nt	-1.1	-2.8	-2	-2.4	-6	-3	-2
O=C(Nc1ccc(-n2cnnn2)cc1)C1CCC1	-10	6	5.2	2.1	-0.4	0	1.1	10	-5	-5
CCN(CCNC(=O)c1cccc(N2CCCC2=O)c1)c1ccccc1	56	0	2.8	1.4	-0.6	9	0.6	-56	12	0
CSc1nc(C)cc(-n2cc(F)c(=O)[nH]c2=O)n1	-4	0	2.8	3.4	0.8	-5	1.3	4	-11	-4
CNS(=O)(=O)c1cccc(C(=O)OCC(=O)NCCCc2ccccc2)c1	-2	-3	2.5	-1.2	-0.3	-4	1.1	2	-11	3
COc1ccc(Br)c(C(=O)OCC(=O)N2CCC(Cc3ccccc3)CC2)c1	39	5	-2.3	nt	-2.4	nt	nt	-39	10	0
Cc1cccn2c(=O)c3cc(C(=O)NC4CCCC4)c(=N)n(C4CCCCC4)c3nc12	nt	2	-1.1	-0.2	-2.7	-1	-1.3	nt	-5	-2
COCCCNC(NC(=O)c1ccc(OC)cc1)C(Cl)(Cl)Cl (centres undefined)	-18	-7	4.3	0.3	-0.7	2	-1.8	18	-5	-1
CC(=O)Nc1nc2c(C)c(Cl)ccc2s1	nt	0	2.0	0.6	-1.3	-2	-0.7	nt	-19	0
CN(C)C(CNc1ccc(C(F)(F)F)cc1[N+](=O)[O-])c1ccccc1 (centres undefined)	-1	6	-0.3	5.2	-1.6	-3	1.6	1	-1	-2
CC(C)(C)OC(=O)N1CCCC(C(=O)Nc2cccc(C(=O)NC3CC3)c2)C1 (centres undefined)	-3	7	3.2	nt	-0.1	-5	nt	3	-6	-2
Cc1ccc(NC(=O)C(=O)NCc2ccccn2)cc1	-23	-7	3.2	2.2	-1.3	1	3.5	23	85*	20
CCC1CCCCN1C(=O)COC(=O)c1cc(=O)[nH]c2ccccc12 (centres undefined)	-15	1	2.8	0.0	-2.0	-3	-2.5	15	8	3
Cc1nc(NCCc2ccccc2)sc1C(=O)O	7	4	0.2	-2.2	-1.5	0	-0.1	-7	24	3
Cc1ccc2nc3c(c(Nc4ccc5c(c4)OCCO5)c2c1)CCC3	18	-1	3.9	1.6	-0.6	-3	1.2	-18	0	-8
CCC1CCCCN1CCCNC(=O)C1CC(=O)N(CCc2ccccc2)C1 (centres undefined)	-13	2	1.3	2.2	0.2	-5	-0.6	13	-1	0
Cc1ccc2nc(SCC3CCCCO3)[nH]c2c1 (centres undefined)	nt	4	2.6	2.3	-2.7	-1	2.5	nt	-6	21
COc1ccccc1NC(=O)CN1CCCCCC1	4	-2	4.0	3.7	-0.9	47*	-1.1	-4	10	-1
CCc1ccccc1NC(=O)Nc1cccn(Cc2ccc(F)cc2)c1=O	49	-13	0.6	-0.7	0.6	2	1.6	-49	-17	-1
CCc1cc2c(=O)c(-c3ccon3)c(N)oc2cc1OC	32	-10	2.2	-0.2	-0.3	-4	-1.4	-32	47	25
Cc1ccc(C)c(-c2cc(C(=O)NN3CCOCC3)c3ccccc3n2)c1	11	-6	1.4	0.2	-1.1	-5	1.3	-11	-10	-2
Cc1cc(NC(=O)C2CCCC2)n(-c2nc3ccccc3[nH]2)n1	59	-6	-4.7	-2.2	-12	-3	-2.8	-59	16	-6

Taken from above.
Cc1ccc2nc(SCC3CCCCO3)[nH]c2c1 (centres undefined) in E coli growth: 2.5
CCc1cc2c(=O)c(-c3ccon3)c(N)oc2cc1OC in Wnt bcat act: 25
Cc1ccc(NC(=O)C(=O)NCc2ccccn2)cc1 in SR-BI DiI inh: -23

(continued)
SMILES	SR-BI DiI inh	Tat transport	phage Ecoli inh	AddAB inh	CAL PDZ FP-1	CAL PDZ FP-2	E coli growth	SR-BI DiI-HDL act	MITF act	Wnt bcat act
O=C1CC(N2CCN(C(c3ccccc3)c3ccccc3)CC2)C(=O)N1 (centres undefined)	-14	-1	0.8	-1.1	-0.4	6	-1.0	14	9	nt
CCOC(=O)CNC(=O)/C=C/c1c(Cl)cccc1Cl	-24	-10	0.9	3.7	0.5	-4	-0.5	24	11	3
COC(=O)c1ccc(N2CCN(S(=O)(=O)c3ccc4ccccc4c3)CC2)c([N+](=O)[O-])c1	-14	0	2.8	1.9	-2.9	3	-0.8	14	5	-8
O=C1CC(c2ccccc2)=NO1	-11	0	2.2	nt	-0.7	nt	nt	11	2	2
CSCCC(NC(=O)C1CCC(C)CC1)C(=O)N1CCN(c2ccccn2)CC1 (centres undefined)	7	13	2.1	2.0	0.1	11	0.7	-7	nt	-6
CC(C)(C)[C@H]1C=C(C(=O)NCc2nc3ccccc3[nH]2)O[C@@H](OCc2ccc(CO)cc2)C1	2	1	0.6	2.8	-0.7	0	0.7	-2	-1	-8
O=C1/C(=C\c2ccsc2)N2CCC1CC2	1	-5	1.8	-0.5	-0.9	nt	2.6	-1	3	33*
COc1ccc2c(C(=O)c3ccc(Cl)cc3)n(CCCC(N)=O)[n+]([O-])c2c1	8	-5	2.6	-2.7	-1.0	-2	-2.8	-8	-12	4
CC(C)(C)C(=O)Nc1ccc(N2CCN(c3ccc(C(F)(F)F)cn3)CC2)nc1	23	4	2.1	4.5	-0.4	-9	1.5	-23	-5	-1
O=Cc1cn(-c2ccccc2)nc1-c1cc2c(ccc3ccccc32)oc1=O	-5	5	0.9	1.5	-0.7	-7	-0.9	5	-12	-3
Cc1ccc(NC(=O)CN2C(=O)NC(Cc3c[nH]c4ccccc34)C2=O)cc1S(=O)(=O)N1CCCCC1 (centres undefined)	40	12	0.5	3.7	-1.1	-5	1.9	-40	-7	nt
COc1ccc(C(=O)Nc2ccnn2C2CCN(CC3CC=CCC3)CC2)cc1 (centres undefined)	8	-1	2.4	nt	-2.1	1	nt	-8	-8	-2
O=C(Oc1cccc(Br)c1)c1cccnc1	-25	29	1.6	2.0	-1.3	2	-0.2	25	nt	nt
Cc1ccc(OCC(O)Cn2c(N)nc3c2c(=O)n(C)c(=O)n3C)cc1 (centres undefined)	-9	12	1.1	2.1	-0.3	-5	0.0	9	2	2
O=C(OCC#CCSc1nnc(-c2cccc3ccccc23)o1)c1cnc[nH]1	24	-1	0.9	0.4	-3.4	-1	1.0	-24	8	-3
CC1CN(c2oc(-c3ccco3)nc2C#N)CC(C)O1 (centres undefined)	21	-3	3.0	-3.5	nt	-2	0.2	-21	-13	nt
CCOC(=O)c1ccc(NS(=O)(=O)c2c(C)n(C)c(=O)n(C)c2=O)cc1	-24	-10	2.4	0.3	-0.7	nt	-2.2	24	-3	-2
Cc1cc(C)c(NC(=O)CNC(=O)c2cc(C3CC3)nn2-c2ccccc2)c(C)c1	-12	-4	0.3	-0.9	-0.2	13	0.3	12	4	-3
CC(/C=C/c1ccccc1)=N\NC(=O)CCc1ccccc1	nt	1	5.0	-2.6	7.2	-3	0.8	nt	-3	0
